# Screening data from PubChem.
# Pyk2 oligo antag: antagonists of Pyk2 self-association, primary screen, Q293 cells, FERM NanoBiT luminescence, HTS. hits give low values. z-score (the deposit names both 25 µM and 10 µM). 0.83% of 99,000 active;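 active = Z-score of -3 or lower, scaled per plate to the spread of control and sample wells; inactive = z-score above -3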;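 also: negative z-score means lost luminescence so less FERM oligomerization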
# CYP2C9 activ: human CYP2C9 activators, primary screen, biochemical, luminescence. AID 1024, 2008. 1.4% of 96,000 active. activation factor at 5 µM. recombinant CYP2C9, luciferin-H conversion; hits give high values; factor 1 = untreated enzyme, 0 = blocked. Cytochrome P450 2C9 (Homo sapiens), P11712;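 active = activation factor of 2 or more for CYP2C9 at a 5 µM dose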;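 also: 0 = sulfaphenazole-blocked wells and 1 = vehicle-only wells; values of inactives mirror those of a sister screen read the other way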
# Target sequence (P11712 whole entry, looked up): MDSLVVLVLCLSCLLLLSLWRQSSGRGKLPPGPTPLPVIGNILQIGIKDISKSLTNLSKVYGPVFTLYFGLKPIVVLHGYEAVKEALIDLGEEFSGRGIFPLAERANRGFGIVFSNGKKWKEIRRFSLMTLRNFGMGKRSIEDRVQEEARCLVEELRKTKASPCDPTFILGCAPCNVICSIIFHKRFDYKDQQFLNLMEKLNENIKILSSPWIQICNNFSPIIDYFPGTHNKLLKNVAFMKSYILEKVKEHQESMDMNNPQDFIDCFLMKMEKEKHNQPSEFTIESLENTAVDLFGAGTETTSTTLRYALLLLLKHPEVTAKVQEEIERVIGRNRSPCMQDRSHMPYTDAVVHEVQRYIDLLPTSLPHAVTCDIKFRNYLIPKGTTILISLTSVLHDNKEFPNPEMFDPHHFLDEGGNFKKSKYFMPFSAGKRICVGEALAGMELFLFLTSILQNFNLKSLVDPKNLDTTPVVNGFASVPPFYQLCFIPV
# PostGolgi ctrl: growth inhibition of yeast control strain, primary screen, counter-screen for post-Golgi transport modulator project. efflux-deficient yeast background strain, growth absorbance A615, 16 h. inhibition, % at 10 µM. 5% of 98,000 active
# PostGolgi yeast: phenotypic screen on post-Golgi transport, primary screen | post-Golgi transport phenotypic cell assay | inhibition, % at 10 µM | 0.9% of 98,000 active | AID 739, 2007;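 also: yeast cells grown in 1536-well plates; yeast grown about 18 h at 30C before absorbance read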
# DAT uptake mod: changed hDAT dopamine uptake under cocaine IC80, either direction, primary screen, cocaine antagonist project, cell-based, LLC-PK1 hDAT, [14C]-dopamine uptake, MLSMR; LLC-PK1 hDAT cells, [14C]-dopamine uptake with cocaine IC80; actives deviate in either direction; Sodium-dependent dopamine transporter (Homo sapiens), Q01959; AID 449768, 2010; 1.3% of 110,000 active; B-score at 10 µM;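 active = Z score or B-score, a plate-position-corrected score, falls beyond the plate's 99.7% confidence bounds, in either direction; inactive = both scores lie inside the 99.7% bounds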;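 also: scored against the spread of the other compound wells on the same plate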
# Target sequence (Q01959 whole entry, looked up): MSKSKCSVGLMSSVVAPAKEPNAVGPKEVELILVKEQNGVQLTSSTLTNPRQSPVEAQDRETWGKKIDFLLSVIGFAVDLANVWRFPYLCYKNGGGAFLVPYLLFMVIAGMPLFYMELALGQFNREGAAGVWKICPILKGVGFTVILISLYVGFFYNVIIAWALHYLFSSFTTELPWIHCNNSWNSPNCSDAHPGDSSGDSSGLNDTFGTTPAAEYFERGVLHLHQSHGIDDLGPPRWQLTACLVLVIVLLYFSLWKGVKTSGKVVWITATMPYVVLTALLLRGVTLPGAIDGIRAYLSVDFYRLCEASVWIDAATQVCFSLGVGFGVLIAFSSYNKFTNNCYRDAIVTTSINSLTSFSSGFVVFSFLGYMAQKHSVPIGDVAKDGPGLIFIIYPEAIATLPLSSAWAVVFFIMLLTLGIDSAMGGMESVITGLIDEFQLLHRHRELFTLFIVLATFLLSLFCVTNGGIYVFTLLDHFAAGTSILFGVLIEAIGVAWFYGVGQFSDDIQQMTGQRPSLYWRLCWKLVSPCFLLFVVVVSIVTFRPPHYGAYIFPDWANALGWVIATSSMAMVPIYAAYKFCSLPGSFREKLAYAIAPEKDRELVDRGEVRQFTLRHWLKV
# Ecoli WT expand: growth inhibitors of wild-type E. coli, primary screen, strain BW25113, expanded library, OD600. OD600 absorbance. growth inhibition, % at 100 µM. 0.15% of 98,000 active. AID 710, 2007;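 active = growth inhibition above about 50% at one test dose, limit read from the data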;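 also: growth measured after 20 h incubation at 37 °C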
# LYP act: LYP phosphatase activators, primary screen, biochemical, DiFMUP fluorescence, 2 µM. Tyrosine-protein phosphatase non-receptor type 22 (Homo sapiens), Q9Y2R2. recombinant LYP; 0 = plate median, 100 = signal doubled. activation, % at 2 µM. 0.11% of 96,000 active;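 active = activation at 2 µM above a set limit, the mean plus 5 SD, cut at about 37% in these data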
# PTPN22 inh 2: PTPN22 phosphatase inhibitors, primary screen, biochemical, DiFMUP fluorescence, 2 µM; Tyrosine-protein phosphatase non-receptor type 22 (Homo sapiens), Q9Y2R2; recombinant LYP catalytic domain; inhibition, % at 2 µM; 0.21% of 96,000 active; AID 640, 2007;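 active = inhibition at 2 µM at or above a set limit, the screen mean plus 3 SD, cut at about 24% in these data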;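 also: 0% = DMSO with enzyme and 100% = enzyme fully blocked by orthovanadate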
# CYP2C9 inhib: blockers of cytochrome P450 2C9 activity – biochemical, luminescence, ADME assay, primary screen. P11712. CYP2C9 Supersomes, luciferin-H conversion. inhibition, % at 5 µM. 20% of 96,000 active;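 active = blocking of liver enzyme CYP2C9 beyond about 50% at 5 µM, limit read from the data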; also: values of inactives mirror those of a sister screen read the other way
# An asterisk follows results filed as active; . = not tested or not shown. Rule as the data show it, unless noted: active = inhibition above about 30%; inactive = the rest. Not a hit list. About 24% of those tested had a hit in this group.
# Preview:
item	structure	Pyk2 oligo antag	CYP2C9 activ	PostGolgi ctrl	PostGolgi yeast	DAT uptake mod	Ecoli WT expand	LYP act	PTPN22 inh 2	CYP2C9 inhib
1	CSc1ccc(-c2nnn(Cc3ccc(C)cc3)n2)cc1	0.57	0.8	10	3	-0.81	-1	1	1	20
2	COC(=O)c1ccc(OC)cc1OCC(=O)N1CCN(c2ccc(F)cc2)CC1	-0.19	0.7	4	4	0.55	0	11	-6	32
3	COc1cc(CC(=O)Oc2ccc3c(c2)OCO3)cc(OC)c1OC	-0.66	1.2	2	-7	-0.0069	-10	-11	14	-18
4	Cc1nc2c(C(=O)N3CCOCC3)cnn2c(C)c1Cc1ccc(Cl)cc1	1.7	1	22	-3	0.62	-10	9	-6	-4

# Main list, from the first entry:
item	structure	Pyk2 oligo antag	CYP2C9 activ	PostGolgi ctrl	PostGolgi yeast	DAT uptake mod	Ecoli WT expand	LYP act	PTPN22 inh 2	CYP2C9 inhib
1	CSc1ccc(-c2nnn(Cc3ccc(C)cc3)n2)cc1	0.57	0.8	10	3	-0.81	-1	1	1	20
2	COC(=O)c1ccc(OC)cc1OCC(=O)N1CCN(c2ccc(F)cc2)CC1	-0.19	0.7	4	4	0.55	0	11	-6	32
3	COc1cc(CC(=O)Oc2ccc3c(c2)OCO3)cc(OC)c1OC	-0.66	1.2	2	-7	-0.0069	-10	-11	14	-18
4	Cc1nc2c(C(=O)N3CCOCC3)cnn2c(C)c1Cc1ccc(Cl)cc1	1.7	1	22	-3	0.62	-10	9	-6	-4
5	CC(=O)NCC(=O)OCC(=O)c1ccc2ccccc2c1	1.1	1	19	1	-1.8	10	0	1	3
6	CC(C)(C)C1CC=C2C(C#N)=C(N)C(C#N)(C#N)C(c3cccs3)C2C1 (centres undefined)	.	0.1	.	.	-0.64	.	8	-7	90*
7	CCOc1ccc2[nH]c(=O)c(CN(Cc3ccco3)C(CC)c3nnnn3Cc3ccccc3)cc2c1 (centres undefined)	2	0.7	23	12	-0.22	-13	-7	4	30
8	O=C(C1CCN(S(=O)(=O)c2cccc3nsnc23)CC1)N1CCn2c1nc1ccccc12	0.36	1.1	4	-7	-0.3	-3	11	-14	-11
9	COc1ccc(C)cc1NC(=O)CSc1nnc(-c2cc3cccc(OC)c3o2)n1N	-0.68	0.8	3	0	0.031	-13	4	-7	19
10	CCCCN(CCCC)S(=O)(=O)c1ccc2[nH]c(=O)[nH]c2c1	-1.2	0.5	-1	3	-0.72	-9	0	-3	48
11	Cc1onc(-c2ccccc2Cl)c1C(=O)Nc1ccccc1C(=O)NC(C)C	-0.64	0.2	14	4	2	-5	6	-8	79*
12	O=C(Cn1nnc2ccccc2c1=O)NCc1ccco1	-0.46	0.8	17	-1	-1.1	-5	2	-2	18
13	CCOc1nnnc2c1sc1nc(N3CCOCC3)c3c(c12)CCCC3	0.33	0	9	-4	.	0	3	-4	98*
14	Cc1ccccc1NS(=O)(=O)c1cc(C(=O)NCCC2=CCCCC2)ccc1Cl	-1.5	0.5	17	-1	1	-8	3	0	49
15	Cn1c(CCN2CCCCC2)nc2cc(NS(=O)(=O)c3ccc(Cl)cc3)ccc21	-1	1	19	11	-0.022	4	.	.	0
16	CSc1nc2c(c(-c3ccccc3)c1C#N)CCC2	0.32	.	.	.	0.014	.	-8	7	.
17	O=C(c1ccco1)N1CCCC(c2ccccc2)C1 (centres undefined)	0.13	0.9	14	1	-1.7	-11	6	-10	11
18	CSc1nc(-c2ccccc2)nc2c1COC(C)(C)C2	-0.76	1	6	-2	0.053	-3	-4	2	-4
19	CN(C)CCC1Sc2ccccc2Oc2ccccc21 (centres undefined)	0.24	.	.	.	-0.38	.	-7	6	.
20	COc1cc(OC)nc(NC(=O)CS(=O)(=O)c2ccccc2)n1	0.91	.	.	.	-0.31	.	-16	13	.
21	Oc1ccc(Cl)cc1C1=Nc2ccccc2N=C(c2ccco2)C1	-1.5	.	.	.	1.2	.	1	-2	.
22	Cc1nnc(SCC(=O)N2CCOCC2)s1	1	1.1	6	16	-0.18	-6	5	-5	-6
23	CC1C/C(=N\NC(=S)NC(C)C)CC(C)(C)C1 (centres undefined)	0.03	0.5	1	-7	-0.0018	14	-2	4	51*
24	CCC(=O)c1cn(CC(=O)NCC2CCCO2)c2ccccc12 (centres undefined)	-0.23	1	5	-6	0.94	0	.	.	4
25	Cc1cccc(-n2c(SCC(=O)NC3CCCC3)nnc2-c2ccoc2C)c1	-0.84	.	.	.	1.1	.	20	-21	.
26	N#Cc1c(N)nc2c(c1N)CC(=O)N2c1ccc(Cl)cc1	-0.4	0.7	10	7	-0.93	10	4	-6	30
27	CN1CCN(c2ccccc2NC(=O)c2ccc(OCc3ccccc3)cc2)CC1	0.2	0.6	14	-1	2.6*	5	1	-4	40
28	CN(C)c1ccc(C(=O)N2CC(=O)N(CCc3ccccc3)C(=O)C2)cc1	-0.21	0.7	17	6	.	7	12	-12	35
29	COc1cc(/C=C2\OC(=O)c3c(OC)cccc32)ccc1O	-1	0.1	6	2	-0.52	-5	2	-3	95*
30	O=C(Nc1ccccc1C(=O)NC(Cc1ccccc1)C(=O)NC1CCCCCC1)c1ccccc1 (centres undefined)	-0.73	0.3	12	2	-0.13	-11	-14	18	71*
31	Nc1c(C(=O)Nc2ccc(Cl)cc2)oc2ccccc12	.	0.4	13	-1	0.51	-3	-6	3	63*
32	CCCCn1c(-c2ccco2)nc2ccccc2c1=O	-0.89	0.8	20	1	0.0062	2	-5	7	24
33	[O-][n+]1onc2c3ccnnc3ccc21	-0.21	1	10	1	1.1	46	5	-5	-5
34	CCCn1c(CNS(=O)(=O)c2ccc(C)cc2)nc2ccccc21	.	1.2	13	0	-0.08	11	.	.	-23
35	CCNc1sc(C(=O)c2cccs2)c(N)c1-c1nc2ccccc2s1	-0.98	0.1	36*	1	1.1	-13	-9	10	90*
36	C/C(=C\C(=O)C(F)(F)F)Nc1ccc(C(F)(F)F)cc1	-0.62	1	4	2	0.87	1	12	-8	2
37	O=C(Cn1nc(-c2ccc(N3CCOCC3)c([N+](=O)[O-])c2)c2ccccc2c1=O)N1CCCCC1	0.37	0.5	6	-5	1	4	1	1	47
38	O=C1CC(c2cccc(Br)c2)C2=C(CCCC2=O)N1 (centres undefined)	0.32	0.9	-3	8	.	-1	8	-10	10
39	C=CCN(CC=C)S(=O)(=O)c1ccc2nsnc2c1	-0.45	1	15	1	0.38	0	.	.	4
40	N=c1cc(C2(O)CCCCC2)n2c(nc3ccccc32)s1	0.07	0.4	5	7	-0.24	6	4	-1	58*
41	N#CC1=C(SCC(=O)NC23CC4CC(CC(C4)C2)C3)NC(=O)C(C#N)C12CCCCC2 (centres undefined)	-3.3*	.	6	-5	-0.83	-6	2	-2	.
42	COc1cc(C)ccc1OCCCOc1cc(C)ccc1Cl	-0.04	.	.	.	-0.22	.	1	1	.
43	CCN(c1cccc(C(F)(F)F)c1)S(=O)(=O)c1ccc2c(c1)CCN2C(C)=O	-0.39	0.7	-1	-6	0.83	5	6	-5	28
44	Cc1sc2ncnc(SCC(=O)N3CCCC3=O)c2c1C	0.21	0.4	2	0	-0.11	1	-5	5	63*
45	COCCCn1c(SCC(=O)OC2CCCCC2)nnc1-c1cccs1	-0.02	1.7	7	-1	1.8	-5	-4	6	-73
46	COc1cccc(-c2cc(C(=O)NCCN3CCOCC3)no2)c1	0.81	0.9	7	3	0.46	5	12	-13	8
47	Cc1nnc(SCC(=O)N2CCN(S(=O)(=O)c3ccc(Cl)cc3)CC2)n(N)c1=O	0.2	0.9	7	-6	0.0029	3	20	-20	8
48	CN(CCNC(=O)C1CCN(S(=O)(=O)N2CCOCC2)CC1)CCc1ccccc1	0.02	0.9	9	-3	-0.18	6	12	-14	8
49	COc1ccccc1OCc1ccc(C(=O)NN)cc1	0.74	0.5	3	-1	0.48	3	16	-16	46
50	Clc1ccccc1Cn1nnc(-c2cccs2)n1	-1	0.6	12	-3	-0.33	2	8	-8	45
51	O=C(O)c1ccc(S(=O)(=O)c2ccc3c(c2)C(=O)N(Cc2ccco2)C3=O)cc1	1.4	1	0	0	-0.39	-7	6	-12	4
52	O=C1[C@@H]2[C@H](Cc3ccc(O)cc3)N[C@]3(C(=O)Nc4ccccc43)[C@@H]2C(=O)N1c1ccc(F)cc1	-0.23	0.6	0	-5	0.26	-4	10	-13	38
53	O=S(=O)(c1ccc(NC2CCCc3ccccc32)nc1)N1CCOCC1 (centres undefined)	0.76	0.7	11	-9	-0.032	-3	5	-5	29
54	CCn1c(O)c(/C=C2\C=Nc3ccccc32)sc1=Nc1ccccc1	-1.2	0.9	6	10	-0.039	-5	8	-2	9
55	c1ccc(Cn2nnnc2C(c2ccccn2)N2CCN(c3ccccc3)CC2)cc1 (centres undefined)	-2.5	0.5	11	5	-0.39	-4	16	-13	46
56	CC1=NNC(=O)C1C(c1ccccc1)C(C#N)C#N (centres undefined)	1.2	0.8	3	0	-0.65	2	-2	4	24
57	CC(C)(C)C(=O)COC(=O)c1ccccc1O	-0.24	1	6	21	0.19	0	2	1	-3
58	C/C(Cl)=C/Cn1c(SCCN2CCOCC2)nc2c1c(=O)[nH]c(=O)n2C	0.65	0.6	16	0	1.6	-9	-2	0	44
59	Cc1ccc(NC(=O)CC2S/C(=N/c3nccs3)N(C)C2=O)c(C)c1 (centres undefined)	0.03	0	32*	2	-0.92	-5	-5	2	98*
60	Cc1sc(NC(=O)C2CCCCC2)c(C#N)c1-c1ccccc1	0.2	0.9	-1	4	0.085	-8	4	2	8

# Four of the compounds above, as labelled records.
56) CC1=NNC(=O)C1C(c1ccccc1)C(C#N)C#N (centres undefined)
  Pyk2 oligo antag = 1.2 | CYP2C9 activ = 0.8 | PostGolgi ctrl = 3 | PostGolgi yeast = 0 | DAT uptake mod = -0.65 | Ecoli WT expand = 2 | LYP act = -2 | PTPN22 inh 2 = 4 | CYP2C9 inhib = 24
57) CC(C)(C)C(=O)COC(=O)c1ccccc1O
  Pyk2 oligo antag = -0.24 | CYP2C9 activ = 1 | PostGolgi ctrl = 6 | PostGolgi yeast = 21 | DAT uptake mod = 0.19 | Ecoli WT expand = 0 | LYP act = 2 | PTPN22 inh 2 = 1 | CYP2C9 inhib = -3
58) C/C(Cl)=C/Cn1c(SCCN2CCOCC2)nc2c1c(=O)[nH]c(=O)n2C
  Pyk2 oligo antag = 0.65 | CYP2C9 activ = 0.6 | PostGolgi ctrl = 16 | PostGolgi yeast = 0 | DAT uptake mod = 1.6 | Ecoli WT expand = -9 | LYP act = -2 | PTPN22 inh 2 = 0 | CYP2C9 inhib = 44
59) Cc1ccc(NC(=O)CC2S/C(=N/c3nccs3)N(C)C2=O)c(C)c1 (centres undefined)
  Pyk2 oligo antag = 0.03 | CYP2C9 activ = 0 | PostGolgi ctrl = 32* | PostGolgi yeast = 2 | DAT uptake mod = -0.92 | Ecoli WT expand = -5 | LYP act = -5 | PTPN22 inh 2 = 2 | CYP2C9 inhib = 98*

# Later entries.
item	structure	Pyk2 oligo antag	CYP2C9 activ	PostGolgi ctrl	PostGolgi yeast	DAT uptake mod	Ecoli WT expand	LYP act	PTPN22 inh 2	CYP2C9 inhib
61	COc1ccc(Cl)cc1NC(=O)CN(C(=O)c1ccco1)C1CCCCC1	-1.5	0.5	41*	-1	-0.0037	0	-8	5	48
62	COc1ccc(-n2nnc3c(SCC(=O)Nc4ccc5c(c4)OCCO5)ncnc32)cc1	.	0.6	21	4	.	-1	-2	3	40
63	CCCc1cc(C(=O)Nc2cc(Br)ccc2O)no1	.	0.7	15	-2	0.6	1	.	.	31
64	COc1ccc(OCCSc2nc3ccccc3n2CC(=O)O)cc1	2.9	1.2	2	14	-1.4	1	-7	3	-20
